# MCF10A rerep – induces DNA re-replication in MCF 10a normal breast cells; 350,000 compounds, 2.9% hits; Potency, µM (titrated, usually from 46.1 µM), for the others: top-dose activity, positive = re-replication, actives largely listed as activators; MCF 10A DNA re-replication, Hoechst nuclear intensity, 48 h; note: % of control where 0% means no effect; nearly all actives have a fitted effect of over 50% in size
# Nrf2 ARE act – Nrf2 pathway activation; AREc32 ARE-luciferase reporter (MCF7-derived line), luminescence, 24 h; Potency, µM (doses to about 46.1 µM), without a hit: at the highest dose activation, actives largely listed as activators; 410,000 compounds, 0.31% hits; note: % of control where 0% means no effect; nearly all actives have a fitted effect of over 65% in size
#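 ARE activation measured as luciferase luminescence (Steady-Glo, 30 min RT) in AREc32_Fluc cells after 24 hr compound exposure at 37 deg C, 5% CO2; cells seeded overnight at 1000/well in OPTI-MEM, 5% FBS.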
# ATXN viability – reduces viability in counter-screen for ATXN expression inhibitors | S2 cells (HEK-293 line with an ATXN2-luciferase reporter) viability, CellTiter-Fluor protease fluorescence, 24 h | Potency, µM (titrated, usually from 56.7 µM), hits mostly cytotoxic | 400,000 compounds, 0.49% hits | AID 651635; note: nearly all actives have a fitted effect of over 40% in size
# HepG2 viability – kills HepG2 cells in TGF-b inhibitor counter-screen; HepG2 CAGA-GFP viability, ATP luminescence, 18 h; Potency, µM (top dose mostly 46.1 µM), inactives show at the highest dose activity change, negative = cytotoxicity, most hits filed as cytotoxic; 410,000 compounds, 0.76% hits; note: some results filed as inactive show a strong effect at the top dose
#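 CellTiter-Glo luminescence gave cytotoxicity after 18 hours at 37 degrees C. The cells were HepG2 CAGA-GFP in 1% FBS DMEM, stimulated with 500 pg/mL TGF-beta after compound addition. %Activity was normalised to no-cell wells (complete cell-killing) and DMSO (no toxicity), and curves were fitted and classified.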
# A549 tox – counter-screen for Nrf2 inhibitors: cytotoxicity in A549 cells | Potency, µM (top dose mostly 46 µM), for inactives: at the top dose activity change, negative = cytotoxicity, actives largely listed as inhibitors | 390,000 compounds, 0.16% hits | A549 ARE-Fluc cells, CellTiter-Fluor viability, 18-24 h; note: % is set by controls: 0 for no effect and ±100 for the full control effect
#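 A549 ARE-Fluc cells in 5% FBS OPTI-MEM, 5000 cells/well, rested 2 h then exposed to compounds in concentration-response for 18-24 h at 37 °C. Viability by CellTiter-Fluor fluorescence (Ex 405/Em 525) after 30 min; luciferase luminescence (BugLite, 15 min, RT) read afterwards.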
# ATXN2 expr inh – reduces ATXN2 reporter expression in HEK-293 cells; HEK-293 ATXN2-luciferase reporter, luminescence, 24 h; Potency, µM (doses to about 57 µM), for the others: top-dose activity change, negative = inhibition, actives largely listed as inhibitors; 360,000 compounds, 0.72% hits; AID 1745845; note: % is set by controls: 0 for no effect and ±100 for the full control effect; nearly all actives have a fitted effect of over 55% in size
#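 qHTS (up to 57 uM final) was run with 24 h compound exposure of reporter cells at 37 °C. Each well was multiplexed: SteadyGlo luminescence measured ATXN2-luciferase expression after a fluorogenic Gly-Phe-AFC viability readout (25 uM final).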
# Nrf2 block – inhibitors of Nrf2 signaling | 360,000 compounds, 2.1% hits | Potency, µM (doses to about 46 µM), inactives show at the top dose activity change, negative = inhibition, usual class: inhibitors | A549 ARE-Fluc reporter, luciferase luminescence, 18-24 h | AID 504444; note: % is set by controls: 0 for no effect and ±100 for the full control effect; nearly all actives have a fitted effect of over 60% in size
#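 Quantitative HTS in A549 cells stably bearing an antioxidant response element-firefly luciferase construct. Inhibition of Nrf2-driven transcription was scored by luminescence after 18-24 h of compound exposure at 37 °C.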
# EPAC2 antag – blocks human EPAC2 exchange factor. EPAC2 GEF exchange of Rap1B-BODIPY-GDP, fluorescence. Potency, µM (titrated, usually from 114 µM), for inactives: at the top dose activity, negative = inhibition, usual class: inhibitors. 360,000 compounds, 0.18% hits; note: % is set by controls: 0 for no effect and ±100 for the full control effect; nearly all actives have a fitted effect of over 45% in size; many of its hits are not listed in these tables
# Target sequence (Q8WZA2 whole entry, looked up): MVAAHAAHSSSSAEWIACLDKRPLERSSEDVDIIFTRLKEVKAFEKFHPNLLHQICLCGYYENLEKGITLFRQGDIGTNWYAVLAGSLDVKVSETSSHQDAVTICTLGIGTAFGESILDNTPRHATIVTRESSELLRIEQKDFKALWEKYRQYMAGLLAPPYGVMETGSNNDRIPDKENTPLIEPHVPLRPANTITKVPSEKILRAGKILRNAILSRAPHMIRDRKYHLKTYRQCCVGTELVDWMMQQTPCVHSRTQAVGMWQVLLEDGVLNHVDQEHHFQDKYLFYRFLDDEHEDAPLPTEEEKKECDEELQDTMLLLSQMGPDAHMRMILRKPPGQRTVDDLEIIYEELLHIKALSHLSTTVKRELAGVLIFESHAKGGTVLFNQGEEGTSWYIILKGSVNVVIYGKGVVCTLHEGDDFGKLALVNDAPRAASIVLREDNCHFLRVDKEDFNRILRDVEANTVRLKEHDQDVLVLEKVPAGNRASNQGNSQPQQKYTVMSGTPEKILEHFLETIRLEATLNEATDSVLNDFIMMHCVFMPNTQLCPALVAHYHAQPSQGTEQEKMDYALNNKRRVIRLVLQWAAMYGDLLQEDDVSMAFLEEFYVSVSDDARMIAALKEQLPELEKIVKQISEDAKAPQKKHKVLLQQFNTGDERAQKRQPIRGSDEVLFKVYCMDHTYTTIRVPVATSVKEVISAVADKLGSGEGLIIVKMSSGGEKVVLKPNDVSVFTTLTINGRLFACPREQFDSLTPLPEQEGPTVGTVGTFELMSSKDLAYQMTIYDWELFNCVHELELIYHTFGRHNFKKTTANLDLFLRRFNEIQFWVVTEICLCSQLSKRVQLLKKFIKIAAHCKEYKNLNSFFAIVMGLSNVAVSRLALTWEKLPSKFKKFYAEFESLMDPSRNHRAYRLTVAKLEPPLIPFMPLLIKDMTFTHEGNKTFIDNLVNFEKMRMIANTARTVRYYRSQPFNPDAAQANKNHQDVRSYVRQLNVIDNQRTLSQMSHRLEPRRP
# TGFb SMAD3 inh – inhibitors of TGF-b signaling; AID 588855; Potency, µM (titrated, usually from 46.1 µM), for inactives: top-dose activity, negative = inhibition, actives largely listed as inhibitors; HepG2 CAGA-GFP TGF-b/SMAD3 reporter, GFP fluorescence, 18 h; TGF-beta stimulated, 500 pg/mL final; 410,000 compounds, 1.2% hits; note: % is set by controls: 0 for no effect and ±100 for the full control effect; nearly all actives have a fitted effect of over 65% in size
#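 Smad-responsive CAGA-GFP expression was quantified in HEPG2 cells exposed to compounds and 500 pg/mL final TGF-beta for 18 h at 37 degrees C; unstimulated wells defined full inhibition.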
# * hit, by the source's call; i = inactive; u = inconclusive; x = no result given; & = joins results of further samples; [ ] = another dose, or the depositor's remark. Calls come from the whole dose curve; as a rule, active = well fitted curve in the direction sought with a large enough effect; inconclusive = small, poorly fitted or top-dose-only effect, or another doubt; inactive = no such curve, though single readings can be large; an effect the other way counts as inactive or inconclusive. Potency is the fitted concentration of half-maximal effect.
SMILES,MCF10A rerep,Nrf2 ARE act,ATXN viability,HepG2 viability,A549 tox,ATXN2 expr inh,Nrf2 block,EPAC2 antag,TGFb SMAD3 inh
COc1ccc(NC(=O)C(=O)NCCN2CCN(C(=O)c3ccc(C(C)(C)C)cc3)CC2)cc1,2%,0.4%,i,3%,-9%,-17%,-27%,1%,-14%
COc1ccc(NC(=O)CCCS(=O)(=O)c2nc(-c3ccccc3OC)cc(C(F)(F)F)n2)c(OC)c1,x,0.3%,i,-5%,6%,6%,-1%[9.27 µM],x,-11%
CCC(C)Sc1nc2ccccc2c(=O)[nH]1 (stereo not drawn),u,0.0%,i,-19%,-5%,2%,-22%,2%,-1%
Cc1csc(NC(=O)Nc2cccc(Cl)c2)n1,0%,10%,i,-24%,-10%,65%[activator],u,4%,-5%
O=C(c1cc(F)ccc1F)C1CCCN(C(=O)CCc2cnccn2)C1 (stereo not drawn),11%,0.8%,i,13%,1%,9%,-17%,13%,9%
COc1cccc(NC(=O)CN(C)C(=O)CNC(=O)c2ccc3ccccc3c2)c1,-1%,2.1%,i,6%,2%,13%,15%,-25%,u
O=S(=O)(NCC1CCCO1)c1ccc(Br)cc1 (stereo not drawn),-5%,-0.8%,u,-21%,-1%,-10%,-5%,-4%,-15%
CCC1CCCCN1C(=O)Nc1cccc(NC(=O)N2CCCCC2CC)c1 (stereo not drawn),0%,-0.7%,i,9%,-7%,-3%,13%,7%,6%
Cc1cccc(NC(=O)C2CCCN(S(=O)(=O)c3cccc4nonc34)C2)c1 (stereo not drawn),-7%,1.6%&-0.3%,i,-3%&4%,1%&0%,-2%&15%,-10%&3%,-1%,3%&17%
COC(=O)c1ccc(C(C(=O)NCc2ccccc2)N(Cc2cccs2)C(=O)c2cnccn2)cc1 (stereo not drawn),16%,3.8%,i,3%,2%,5%,21%,-3%,-2%
COc1ccc(CNC(=O)c2ccc3c(c2)N(Cc2ccccc2)CCS3)cc1,x,0.8%,u,-25%,-1%,3%,-27%,x,-5%
COc1ccc(C(=O)NCCCNC(=O)c2cccnc2)cc1OC,1%,0.3%,i,-5%,1%,2%,10µM*,-1%,-2%
CCCCNC(=O)C(=O)N/N=C/c1ccc(OCc2ccccc2)cc1,-2%,-0.7%,i,-6%,0%,x,0%,21%,-5%
COc1ccc(NC(=O)c2cc3ccc(O)cc3o/c2=N\O)cc1,-9%,3.2%[9.22 µM],i,-33%,u,20%,2.1µM*,0%,-1%
O=C(O)c1nnn(-c2ccc([N+](=O)[O-])cc2)c1-c1ccccc1,4%,-0.1%,i,-2%,19%,x,2%,4%,-11%
Cc1cccc(CCNC(=O)c2sc3nc4n(c(=O)c3c2C)CCCC4)c1,x,0.7%,i,-42%,9%,2%,-7%,x,5%
CC1(C)CCN2CCC(C)(C)c3c(O)ccc1c32,13µM*,-5.4%,u,-18%,-29%,3.2µM*,u,2%,61%[activator]
CCc1ccc(C2=CC(c3cccc(OC)c3OC)n3c(nc4ccccc43)N2)cc1 (stereo not drawn),x,-1.6%,x,-24%,-3%,x,x,x,-16%
NC(=O)c1cc([N+](=O)[O-])ccc1NCC1CCCCC1,27%,3.3%,i,5%,-21%,2%,25%,-9%,-23%
Cc1ccccc1NC(=O)CCc1c(C)nn(-c2ccc(N3CCCCC3)nn2)c1C,0%,-0.4%&0.6%,i,-14%&-2%,-2%&0%,16%,-3%&-23%,-6%,-2%&-18%
COc1ccccc1NC(=O)c1ccc(-c2nn(C)c(=O)c3ccccc23)cc1,11%,0.3%,i,-4%,1%,7%,u,-12%,6%
COc1ccc(CN2CCN(C(=O)CCC(=O)Nc3nnc(C4CCCCC4)s3)CC2)cc1F,u,0.6%,i,-12%,-6%,-13%,u,-6%,u
Cc1cnc(CN(C)C(=O)C2CCC(=O)N(CCc3ccccc3)C2)[nH]1 (stereo not drawn),6%,0.5%,i,1%,0%,0%,u,2%,13%
O=C(NCCSc1ccccc1)c1ccccc1F,-8%,0.5%,i,1%,-5%,49%[activator],u,-16%,15%
O=S(=O)(NCc1cccs1)c1ccc(Br)cc1,10%,-0.7%,i,-7%,5%,0%,-4%,-23%,-19%
COc1cccc(CN(C)C(=O)CC[C@H]2O[C@@H](n3cnc4c(NC(=O)c5ccccc5)ncnc43)[C@H](O)[C@@H]2O)c1,x,1.3%,i,4%,x,9%,x,-16%,-14%
Cc1ccc2nc(NCc3ccccc3Cl)c3nnnn3c2c1,x,1.3%,i,-3%,-2%,8%,5%,x,69%[activator]
COc1ccc(CCNC(=S)Nc2ccc(OC)cc2)cc1,6%,-0.1%,i,-27%,2%,2%,7%,6%,-20%
CC(C)c1ccc(NC(=O)c2ccc(NS(C)(=O)=O)cc2)cc1,9.2µM*,-0.5%,u,-2%,-5%,-13%,1%,2%,-2%
N#CC(C#N)=C(N)CSc1cccc[n+]1[O-],-1%,11%,i,-139%,2%,0%,2%,7%,u

# Sorted by value in Nrf2 block (lowest first): some entries from above
compound | Nrf2 block | EPAC2 antag | TGFb SMAD3 inh
N#CC(C#N)=C(N)CSc1cccc[n+]1[O-] | 2% | 7% | u
Cc1ccc2nc(NCc3ccccc3Cl)c3nnnn3c2c1 | 5% | x | 69%[activator]
COc1ccc(CCNC(=S)Nc2ccc(OC)cc2)cc1 | 7% | 6% | -20%

# Further results follow:
SMILES,MCF10A rerep,Nrf2 ARE act,ATXN viability,HepG2 viability,A549 tox,ATXN2 expr inh,Nrf2 block,EPAC2 antag,TGFb SMAD3 inh
O=C1c2ccccc2-c2nccnc21,-2%,-0.2%,i,4%,1%,-18%,-27%,2%,-5%
O=C(Cn1ccn(-c2cccc(Cl)c2)c(=O)c1=O)c1ccc(F)cc1,x,-0.4%,x,-5%,-2%,x,6%,x,-14%
COc1cccc(-c2nc3nc(C)cc(C)n3c2Nc2ccc3c(c2)OCCO3)c1,x,0.0%,u,x,x,1%,x,-12%,x
COC(=O)c1ccccc1NC(=S)NC(=O)COc1ccc(C(C)C)cc1,12%,4.4%,i,-24%,20%,3%,-3%,-24%,-37%
CC1=C(C(=O)OCC2CCCO2)C(c2ccc(C)cc2)C2=C(CCCC2=O)N1 (stereo not drawn),1%,0.5%,u,9%,-13%,-14%,-9%,0%,24%
CCc1ccc(-n2nc3cc(C)c(N)cc3n2)cc1,u,8.4%,i,-9%,-3%,x,u,4%,-2%
O=c1nc2c(-c3cccc(Br)c3)n[nH]n2c2ccccc12,u,13%,i,-39%,-3%,25%,u,0%,-32%
CCC(=O)Nc1ccc(S(=O)(=O)Nc2c(C)nc3nc[nH]n3c2=O)cc1,-5%,0.4%,i,5%,-2%,-2%,1%,0%,8%
Cc1ccccc1OCCn1c(=O)oc2ccccc21,-7%,-0.1%,i,4%,2%,-3%,14%,-42%,16%
CCc1cccc(C)c1Nc1c(-c2cccc(O)c2)nc2sccn12,x,7.1%,x,-28%,2%,x,10%,x,u

# The last 2 records of the part before come first, to join the parts.
SMILES,MCF10A rerep,Nrf2 ARE act,ATXN viability,HepG2 viability,A549 tox,ATXN2 expr inh,Nrf2 block,EPAC2 antag,TGFb SMAD3 inh
Cc1ccccc1OCCn1c(=O)oc2ccccc21,-7%,-0.1%,i,4%,2%,-3%,14%,-42%,16%
CCc1cccc(C)c1Nc1c(-c2cccc(O)c2)nc2sccn12,x,7.1%,x,-28%,2%,x,10%,x,u
COc1ccc(Cl)cc1NC(=O)CN(C)C(=O)c1ccc(COc2ccccc2)cc1,u,7.2%,i,-14%,-16%,-5%,u,-12%,-22%
O=C(NCCc1nnc2ccc(NCc3ccccc3Cl)nn12)c1ccccc1,10%,-0.2%,i,2%,0%,-10%,-10%,-1%,4%
C=CCN1C(=O)C(Cc2ccc(F)cc2)S/C1=N/N=C/c1cccs1 (stereo not drawn),1%,1.3%,u,3%,u,4%,x,23%,6%
COC(=O)c1cn(NC(=O)Cn2nc([N+](=O)[O-])c(Cl)c2C)c(=O)c2ccccc12,-1%,-0.2%,i,-23%,1%,-6%,1%,1%,3%
Cc1ccnc(SCC(=O)c2cccc([N+](=O)[O-])c2)n1,-4%,0.2%,i,-16%,-1%,10%,-5%,7%,-9%
O=C(O)CSCC(=O)NCc1ccc(Cl)cc1Cl,-3%,-0.5%,i,0%,2%,-3%,-1%,10%,-1%
COc1ccc2cc(C(=O)N3CCN(c4cccc(C)c4C)CC3)[nH]c2c1,4%,-0.1%,i,6%,-4%,8%,0%,-2%,0%
COc1ccnc(Oc2ccccc2)c1C(=O)N/C=N/OCc1ccccc1F,21%,0.5%,i,6%,4%,-25%,u,2%,10%
CCNC(=O)OCCC12CC3CC(CC(C3)C1)C2,-6%,-0.7%,i,-4%,-2%,28%,9%,4%,9%
CN(Cc1ccccc1)Cc1nc2c(c(=O)n(C)c(=O)n2C)n1CCCc1ccccc1,u,-0.7%,i,-6%,8%,0%,0%,-2%,2%
CC(O)CSc1nc2c(c(=O)[nH]c(=O)n2C)n1Cc1ccccc1 (stereo not drawn),0%,7.5%,i,4%,19%,0%,-12%,12%,14%
COC(=O)c1cccc(C23CC4(C2)[C@H](CN(Cc2ccc(C(F)(F)F)cc2)[C@@H]4c2ccccc2)C3c2ccccc2)c1 (stereo partly drawn),-5%,5.9%,i,-4%,1%,-10%,u,4%,3%
Cn1c(SCc2nc3ccccc3[nH]2)nnc1-c1ccccn1,-4%,-0.6%,i,17%,-6%,6%,1%,10%,1%
Cc1cc2nc(-c3ccc(Cl)cc3)c(Cc3cccc(F)c3)n2c(C)c1Br,x,12%,u,-21%,x,10%,x,-5%,u
O=C1C2(c3ccccc3)CN(CCCO)CC1(c1ccccc1)CN(CCCO)C2,2%,-0.8%,i,-18%,-7%,-20%,4%,1%,-8%
CCN(CC)C(=O)CSc1nc2cc(OC)c(OC)cc2c(=O)n1Cc1ccc(Cl)cc1,u,-0.8%,x,-4%,-11%,x,u,-10%,1%
CCOc1ccccc1NC(=O)c1ccc(S(=O)(=O)N(C)c2ccccc2)cc1,29%,0.0%,i,-13%,3%,3%,u,1%,-7%

# Screens as filed in PubChem.

# Only part of the results is shown; the hit share may differ from the screen's.
